# EWS-Fli block – blocks EWS/Fli oncoprotein-driven transcription; 0.67% of 350,000 active; inhibition, % at 12.6 µM; A673 NR0B1-luciferase reporter, viability-normalised;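 active = mean inhibition of at least 50% after viability correction, with every replicate also passing that limit; inconclusive = mean reaches 50% but only one of two replicates passes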;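 note: firefly luciferase signal divided by Alamar Blue viability fluorescence both relative to DMSO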
# DENV2 CPE rescue – protects cells from dengue virus 2 cytopathic effect; DENV2-infected cells, cytopathic effect rescue, plate reader; CPE inhibition, % at 9.99 µM; 1.7% of 350,000 active; in the data active = CPE inhibition above about 20%, passing the limit was not always enough; inconclusive = no clear call, values can overlap the other calls; tested in BHK-21 cells;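 note: 0% = median of neutral control wells and 100% = median of positive control wells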
# CFTR F508del cor – CFTR F508del correction in bronchial cells. 0.36% of 350,000 active. AID 720511. activity (quench increase), % at 7.58 µM. CFBE cells, YFP halide quenching; stimulated with forskolin plus potentiator P3; % fluorescence drop versus neutral controls;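 active = mean added fluorescence quench of at least 8% versus neutral control, with both replicates also reaching 8%; inconclusive = only one of the mean or replicate conditions met; inactive = mean below 8% and not both replicates reaching 8%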;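 note: cells transiently co-express mutant CFTR-F508del with the halide-sensitive YFP; corrector assay measuring rescue of mutant channel to the surface after 24 h compound exposure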
# ERp5 inh – ERp5 (human) disulfide isomerase inhibition. Q15084. ERp5 insulin aggregation, absorbance 650 nm, 90 min. inhibition, % at 9.99 µM. 0.05% of 350,000 active. AID 651711;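 active = mean replicate inhibition above about 25%, with every replicate also reaching it, limit read from the data, passing the limit was not always enough; inconclusive = only one of those two criteria met; inactive = neither criterion met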
# Target sequence (Q15084 whole entry, looked up): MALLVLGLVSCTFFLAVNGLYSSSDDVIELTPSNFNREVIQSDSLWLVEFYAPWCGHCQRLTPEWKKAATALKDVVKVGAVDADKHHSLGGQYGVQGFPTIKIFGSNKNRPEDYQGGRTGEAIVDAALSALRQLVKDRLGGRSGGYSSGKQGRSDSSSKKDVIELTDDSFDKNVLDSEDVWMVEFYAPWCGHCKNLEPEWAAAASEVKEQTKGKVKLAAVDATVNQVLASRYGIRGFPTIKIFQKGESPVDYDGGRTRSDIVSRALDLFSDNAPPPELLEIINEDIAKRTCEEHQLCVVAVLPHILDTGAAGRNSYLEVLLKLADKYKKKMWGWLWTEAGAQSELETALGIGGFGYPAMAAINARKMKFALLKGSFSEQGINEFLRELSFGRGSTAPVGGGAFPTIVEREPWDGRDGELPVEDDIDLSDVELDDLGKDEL
# INS-1E GSIS act – primary screen for activators of insulin secretion dependent on glucose, INS-1E cells, GLuc reporter luminescence | INS-1E GLuc reporter insulin secretion, 2-3 h | activation, % at 16.6 µM | 0.61% of 370,000 active | AID 743287;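 active = lowest replicate activation of at least 40%, so every replicate reaches that level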;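 note: 0% = median of neutral control wells and 100% = median of IBMX positive control wells; some compounds called inactive have numbers as strong as hits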
# PAX8 inh HTS – PAX8 transcriptional activity inhibition. RMG-I TPO-luciferase reporter, SteadyGlo, 24 h. inhibition, % at 12.6 µM. 1.2% of 360,000 active. AID 652154;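 active = mean replicate inhibition at least 60% with every replicate also reaching 60%; inconclusive = only one of the two criteria is met; inactive = mean below 60% and not all replicates reaching 60%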;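 note: luciferase light reporting Pax8 driven TPO promoter activity; plate controls were median of neutral control wells for no effect and mitoxantrone controls for full effect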
# XiGFP reactiv – reactivates the inactive X chromosome in mouse fibroblasts | XiGFP mouse fibroblasts, % GFP-positive cells imaging, 3 d; cells co-treated with 5-aza-dC sensitizer; scaled so ellipticine positive control = 100% | 0.055% of 360,000 active | activation, % at 7.58 µM;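 active = mean normalized replicate activation at least 10% and every replicate at or above 10%; inconclusive = only one of the two criteria met; inactive = mean below 10% and not all replicates reach 10%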;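 note: 0% = median of on-plate neutral control wells and 100% = ellipticine 6 µM median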
#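 material = 68-5-11 XiGFP fibroblast line | medium = DMEM plus 5-aza-dC sensitizer | schedule = 3 days compound exposure | benchmarks = positive control ellipticine, 6 µM final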
# ARNT-TACC3 inh – disruptors of human ARNT/TACC3 interaction; Q9Y6A5; AID 623870; inhibition, % at 9.99 µM; AlphaScreen His-ARNT PAS-B/GST-TACC3 binding, luminescence; TACC3 fragment carries E629A point mutation; 0.66% of 390,000 active;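 active = mean inhibition of replicates at least 50% and at least half of replicates each reaching 50%; inconclusive = half or more replicates reach 50% but mean below 50%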;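 note: 0% = complete ARNT plus TACC3 wells and 100% = ARNT alone without TACC3; many hits fall short of the cut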
# Starred values were filed as active, the others as inactive; ? = inconclusive; . = no result given; & = joins results of further samples.
SMILES,EWS-Fli block,DENV2 CPE rescue,CFTR F508del cor,ERp5 inh,INS-1E GSIS act,PAX8 inh HTS,XiGFP reactiv,ARNT-TACC3 inh
CCC(=O)c1ccc(OCC(O)CNCc2ccc(F)cc2)cc1 (configuration not stated),2,?,.,-1,-44,19,0.1,14
CCCN1[C@@H]2c3ccc(-c4cccc(C(=O)N(C)C)c4)c(=O)n3C[C@@H]2[C@@H](CO)[C@@H]1C(=O)OC,-2,-3,0.2,1,1,.,0.1,.
Cc1ccc(N2CC(C(=O)OCC(=O)Nc3ccc(Cl)cc3)CC2=O)cc1 (configuration not stated),-6,9,-0.6,-4,-24,-11,-0.1,2
Cn1cnc(S(=O)(=O)N2CCCCN3[C@@H](CO)[C@@H](c4ccc(C#CC5CCCC5)cc4)[C@@H]3C2)c1,9,15,0.9,-3,-13,-1,0.3,-2
O=C1C(c2ccccc2)CN1Cc1ccccc1 (configuration not stated),-15,-19,2.2,-1,4,-31,0.2,.
O=[N+]([O-])c1ncccc1OCc1ccccc1Br,-11,-1,1.2,4,13,-8,0.3,10
COC(=O)CN1C(=O)Nc2ccc(C)cc2C1c1ccccc1 (configuration not stated),-5,4,4.7,10,-12,1,-0.1,0
CCCC#Cc1ccc([C@@H]2[C@H](CO)N3C(=O)CN(C(=O)c4ccncc4)C[C@@H]23)cc1,40,7,-0.1,17,4,.,0.4,.
CC(C)N1C/C(=C/c2ccsc2)C(=O)/C(=C/c2ccsc2)C1,72*,-2,-2.6,0,-2,41,0.5,6
NNC(=O)CC1=NNC(=O)C1,-7,3,0.9,5,3,-3,-0.1,10
CCOC(=O)Cc1csc(NC(=O)Cc2ccccc2[N+](=O)[O-])n1,-4,-11,0.4,1,7,-14,0.6,-9
Cc1nc2cc(NC(=O)c3ccco3)ccc2n1C,13,11,-2.2,-6,-4,-51,0.0,-3
C[C@@H]1CN([C@H](C)CO)C(=O)c2cc(C#CCc3ccccc3)cnc2O[C@@H]1CN(C)Cc1ccc(C(=O)O)cc1,-14,5,1.4,2,38,-1,0.1,4
CCOC(=O)N1CCC(N2C(=O)c3ccccc3C2Nc2ccc3c(C)cc(=O)oc3c2)CC1 (configuration not stated),-5,-15,1.2,-4,10,12,-0.1,0
Cc1ccc2nc3n(c2c1)CCCN3,-11,-12,3.1,1,16,-16,-0.2,-2
COc1cc(NC(=O)C2CCCO2)c(C(=O)O)cc1OC (configuration not stated),-8,-4,-0.9,1,.,.,.,1
O=C(NNC(=O)C1CCCC1)c1ccc(F)cc1,-9,-6,-2.2,2,0,14,0.1,-8
CCCCN(C(C)=O)c1c(N)n(CCC)c(=O)n(CC(=O)Nc2cc(Cl)cc(Cl)c2)c1=O,-1,2,1.0,3,-18,16,0.0,-2
Cc1ccccc1N(CC(=O)NC1CCCCC1)C(=O)CCCC(=O)Nc1ccccn1,-2,-1,-2.1,1,18,16,0.0,.
CC(NC(=O)c1ccc(Cn2cc([N+](=O)[O-])cn2)cc1)c1ccccc1 (configuration not stated),.,.,.,.,-5,1,0.1,3
Cc1ccc(S(=O)(=O)N(C)C[C@@H]2OCCCC[C@H](C)Oc3ccc(NC(=O)Nc4c(C)noc4C)cc3C(=O)N([C@H](C)CO)C[C@H]2C)cc1,-25,16,-3.0,9,-11,-20,-0.1,4
COc1ccc(NC(=O)CSc2ncnc3[nH]ncc23)cc1,3,12,1.4,4,-5,2,0.1,1
C[C@H](CO)N1C[C@H](C)[C@@H](CN(C)C(=O)NC2CCCCC2)Oc2ccc(NC(=O)c3ccncc3)cc2C1=O,-6&-10,-7,-1.0&0.8,-4,6&-2,-11&-15,1.0&0.2,-2&-2
COc1ccc(S(=O)(=O)Nc2ccc3c(c2)C(=O)N([C@@H](C)CO)C[C@@H](C)[C@H](CN(C)C)OCCCC[C@H](C)O3)cc1,.,-7,-1.1,1,7,-7,0.4,-7
COc1ccc2c3c(n(C)c2c1)[C@@H](CO)N(CC1CC1)CC31CN(C(=O)c2ccc(F)cc2)C1,-5,?,-2.5,.,-16,.,0.4,.
CC(C)(C)C1CCc2c(sc(NC(=O)C3CC=CCC3C(=O)O)c2C#N)C1 (configuration not stated),.,.,.,.,-15,0,0.0,1
O=C1Nc2c(Cl)cc(Cl)cc2C1=O,-4,-3,-2.2,-10,-23,14,-0.1,34
CN=C1S/C(=C\c2ccc(OCC(=O)OC)c(OC)c2)C(=O)N1C,9,6,0.0,-1,24,-20,0.0,-9
Nc1ccccc1CNc1nc(NCCO)nc2c1ncn2CCN1CCOCC1,-2,1,-0.1,2,6,-9,0.0,0
CCCCNC(=S)N(C)/N=C/c1ccc2c(c1)OCO2,-3,7,.,-2,2,-4,-0.1,-3
COc1cccc(CNC(=O)Cn2ccc3cc(S(=O)(=O)N4CCC(C)CC4)ccc32)c1,.,2,1.3,2,-26,20,0.0,-5
CN1C(=O)c2cc(NC(=O)Cc3cccs3)ccc2OC[C@H]2O[C@H](CC(=O)N[C@H]3CCN(Cc4ccccc4)C3)CC[C@@H]21,1,-1,.,-4,-3,7,0.0,8
COc1ccc(S(=O)(=O)NC(=O)C2(C)CCN2C(=O)COc2ccc(Cl)cc2)cc1 (configuration not stated),1,2,1.6,4,-1,0,0.0,.
C[C@H]1CN([C@@H](C)CO)S(=O)(=O)c2ccc(-c3cncnc3)cc2O[C@H]1CN(C)Cc1ccccc1,0,-1,1.0,2,2,2,-0.3,-5
COc1ccccc1Oc1coc2c(CN3CCOCC3)c(O)ccc2c1=O,4,-1,0.5,-1,-7,-17,0.0,-4
O=c1[nH]c(=S)n(-c2cccc(Cl)c2)c(O)c1/C=N/N1CCOCC1,-5,4,2.3,4,-9,-14,0.0,1
CN1C(=O)c2ccccc2N(C)C1c1ccc(F)cc1 (configuration not stated),7,4,0.4,-8,-1,4,0.4,2
CCOc1ccc(NC(=O)CN2CCN(CC(=O)Nc3ccc(N(C)C)cc3)CC2)cc1,2,-5,2.4,0,3,-31,0.0,-13
CC(C)C[C@@H](CN)NC(=O)c1nc[nH]c1C(=O)N[C@@H](Cc1c[nH]c2ccccc12)C(=O)CNC[C@H](C)NC(=O)c1nc[nH]c1C(=O)N[C@@H](CC(=O)O)C(=O)O,3,1,-5.5,3,4,8,0.2,9
Cc1nc2c(-c3ccc(F)cc3)c(C)nn2c(C)c1CCC(=O)Nc1ccc(F)cc1F,-1,2,-2.1,2,17,14,-0.3,11

# Single records, as listed above:
# O=[N+]([O-])c1ncccc1OCc1ccccc1Br reads EWS-Fli block = -11; DENV2 CPE rescue = -1; CFTR F508del cor = 1.2; ERp5 inh = 4; INS-1E GSIS act = 13; PAX8 inh HTS = -8; XiGFP reactiv = 0.3; ARNT-TACC3 inh = 10
# COC(=O)CN1C(=O)Nc2ccc(C)cc2C1c1ccccc1 (configuration not stated) reads EWS-Fli block = -5; DENV2 CPE rescue = 4; CFTR F508del cor = 4.7; ERp5 inh = 10; INS-1E GSIS act = -12; PAX8 inh HTS = 1; XiGFP reactiv = -0.1; ARNT-TACC3 inh = 0

# (continued)
SMILES,EWS-Fli block,DENV2 CPE rescue,CFTR F508del cor,ERp5 inh,INS-1E GSIS act,PAX8 inh HTS,XiGFP reactiv,ARNT-TACC3 inh
Cc1ccc(-n2cnc3c(=O)[nH]cnc32)cc1[N+](=O)[O-],12,-3,0.9,3,.,8,0.1,4
CCOC(=O)C1CCCN(S(=O)(=O)c2ccc(NC(C)=O)cc2)C1 (configuration not stated),-4,-6,-2.7,-1,-10,12,0.1,-8
COc1ccc(C(=O)NCC(c2ccccc2)N2CCCC2)cc1S(=O)(=O)N1CCOCC1 (configuration not stated),-6,12,1.3,0,3,0,0.0,16
CC1CCc2nc3ccccc3c(C(=O)OCC(=O)N(C)C3CCS(=O)(=O)C3)c2C1 (configuration not stated),-12,3,0.8,-1,0,25,-0.1,-9
CCCNC(=O)Nc1ccc2c(c1)C(=O)N(C)[C@H]1CC[C@@H](CC(=O)NCc3ccccc3)O[C@@H]1CO2,3,-5,-0.8,2,-7,-1,0.3,.
Cc1ccc(-c2noc(C3CCCN(C(=O)c4ccccc4Br)C3)n2)o1 (configuration not stated),-80,5,1.1,1,-10,-84,0.3,-2
O=c1[nH]c(C2CCN(S(=O)(=O)c3ccc(S(=O)(=O)NC4CC4)cc3)CC2)nc2c1nnn2Cc1ccccc1,3,8,0.3,-4,5,0,0.5,-12
COc1ccccc1NC(=S)NC(=O)Cc1ccc(Cl)cc1,13,1,-4.5,-1,21,-16,0.1,-8
CCCCC1=CC2=CC(=O)C(C)(OC(=O)CC)C(=O)C2=CN1CCc1ccc(Br)cc1 (configuration not stated),11,-16,-1.1,-1,-22,-15,-0.4,4
Cc1c(Cl)c([N+](=O)[O-])nn1CCCC(=O)Nc1cccc(Cl)c1,.,.,.,.,-14,3,0.8,2
CCOC(=O)c1cc(-c2ccc([N+](=O)[O-])cc2)nc2c1c(=O)[nH]c(=O)n2Cc1ccccc1,3,3,-1.4,2,3,-4,0.0,-6
Cc1noc(C)c1S(=O)(=O)Nc1cccc2c1O[C@H](CN(C)Cc1ccncc1)[C@H](C)CN([C@H](C)CO)C2=O,-5,?,0.1,5,-1,.,-1.3,-3
O=C(CSc1nc2cc(Cl)ccc2s1)Nc1cccc(S(=O)(=O)N2CCOCC2)c1,.,.,.,.,-23,-13,-0.2,-3
O=C(C[C@H]1C=C[C@H](NC(=O)Nc2cc(F)ccc2F)[C@@H](CO)O1)Nc1ccc(-c2ccccc2)cc1,-1,-1,-0.2,.,20,.,-0.1,-7
Cc1c(Cl)cccc1NC(=O)CCN1CCN(C)CC1,13,?,0.9,-3,.,17,0.0,3
C#CCn1c(=NC(=O)CSCC(=O)N2CCOCC2)sc2ccccc21,7,-4,2.5,-102,5,10,-0.1,1
Cc1noc(C)c1NC(=O)Nc1ccc2c(c1)C(=O)N([C@H](C)CO)C[C@@H](C)[C@@H](CN(C)S(=O)(=O)c1ccccc1)OCCCC[C@@H](C)O2,12,0,3.0,0,-16,12,0.5,-2
Cc1ccc(S(=O)(=O)N2C[C@H](O)COC[C@H]3O[C@@H](CC(=O)NCc4ccc(Cl)c(Cl)c4)CC[C@@H]32)cc1,25,?,-0.3,-1,-11,75*,-0.1,9
C[C@@H]1CCCCO[C@@H](CN(C)Cc2ccc(C(F)(F)F)cc2)[C@H](C)CN([C@H](C)CO)C(=O)c2cc(NC(=O)CCC(F)(F)F)ccc2O1,9,7,6.0,-1,-23,?,-0.9,-3
O=C(NCc1nnc2c(C(F)(F)F)cc(Cl)cn12)c1ccc2c(c1)OCO2,-2,5,-0.1,9,11,8,0.1,3
Cc1noc(C)c1-c1nc(CSc2ccc(Cl)cc2)no1,4,3,-0.1,.,.,-11,-0.1,-1
O=C(CCn1cnnn1)Nc1ccccc1F,-2,-5,0.3,7,-6,-12,0.0,-1
Cc1csc(NC(C)c2nc3cc(C(F)(F)F)ccc3n2CCOCCO)n1 (configuration not stated),3,-13,1.8,-5,-15,-9,0.0,0
CCCn1nnc(NC(=S)NC(=O)c2cccs2)n1,.,.,.,.,15,-48,-0.2,1
O=C(CCCOc1ccccc1)Nc1cccc([N+](=O)[O-])c1,-4,7,-3.3,0,-22,-15,0.0,-2
Cc1ccc(S(=O)(=O)N(CC(=O)NCc2ccccn2)c2ccc(Cl)cc2)cc1,.,-3,-0.2,2,-14,14,0.3,0
